# From PubChem
# C diff HTS: blocks growth of Clostridium difficile | Clostridium difficile clinical isolate growth, OD600, 24 h; stronger effect = lower value | AID 1259249 | 0.25% of 86,000 active | growth activity, negative = inhibition, % at 16 µg/mL (by protocol);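 active = mean growth activity at or below -80% and every replicate also at or below -80%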;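 also: 0% = DMSO wells and -100% = levofloxacin 16 µg/mL wells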
# T cruzi growth: T. cruzi proliferation inhibition | T. cruzi beta-gal in NIH3T3, GalScreen luminescence, 90 h | inhibition, % at 8.34 µM | 5.9% of 77,000 active;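 active = mean inhibition above about 93%, with at least 55% of replicates each passing it, limit read from the data, passing the limit was not always enough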
# GASC1 inh: KDM4C (human) demethylase inhibition. GST-KDM4C 2-372, H3K9me3 peptide, LANCE TR-FRET. inhibition, % at 12.5 µM. 0.15% of 96,000 active;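 active = mean replicate inhibition above about 25%, with at least 55% of replicates also reaching it, limit read from the data, passing the limit was not always enough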
# Target sequence (Q9H3R0 2-372 limits assumed): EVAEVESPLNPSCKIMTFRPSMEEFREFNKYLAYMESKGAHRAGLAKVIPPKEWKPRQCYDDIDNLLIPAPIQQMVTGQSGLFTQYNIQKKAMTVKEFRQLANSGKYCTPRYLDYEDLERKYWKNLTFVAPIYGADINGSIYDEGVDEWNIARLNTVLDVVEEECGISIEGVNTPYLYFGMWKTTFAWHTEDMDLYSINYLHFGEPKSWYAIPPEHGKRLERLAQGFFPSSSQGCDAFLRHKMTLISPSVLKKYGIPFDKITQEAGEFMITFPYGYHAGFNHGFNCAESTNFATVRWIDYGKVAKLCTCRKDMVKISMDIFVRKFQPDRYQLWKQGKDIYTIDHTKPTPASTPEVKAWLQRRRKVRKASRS
#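 Compound: one test concentration per compound; Material: GST-GASC-1 enzyme fragment 2-372; Amount: GASC-1 enzyme at 10 nM final in reaction; Also added: H3K9me3 peptide substrate, Fe(II), 2-oxoglutarate; Technique: LANCE TR-FRET; Times: 30 min demethylation and 1 h detection at room temperature.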
# Pf Dd2 inh: inhibitors of Plasmodium falciparum Dd2 growth; P. falciparum Dd2 growth, SYBR Green, 72 h; stronger effect = lower value; activity change, % at 10 µM; 2.3% of 94,000 active; in the data active = activity change below about -80%
# Numbers without * were called inactive; / = not tested or not shown. This is a random part of the collection (roughly 7.3% active in at least one column).
SMILES,C diff HTS,T cruzi growth,GASC1 inh,Pf Dd2 inh
C[C@@H]1CN([C@@H](C)CO)C(=O)c2cc(C#CC(C)(C)O)cnc2O[C@H]1CN(C)C(=O)CN(C)C,13,17,1.5,36
CC(=O)N1CC(=O)N2[C@H](CO)[C@@H](c3ccc(C#Cc4cccnc4)cc3)[C@@H]2C1,-2,/,-0.7,-6
O=C(c1cccc(F)c1)N1CCCCN2[C@H](C1)[C@@H](c1ccc(-c3cccnc3)cc1)[C@@H]2CO,0,44,0.1,-8
CCC(=O)Nc1ccc2c(c1)C(=O)N(C)[C@H]1CC[C@@H](CC(=O)NC3Cc4ccccc4C3)O[C@H]1CO2,-1,30,3.6,0
CCCNC(=O)N(C)C[C@H]1Oc2cc(-c3cccnc3)ccc2S(=O)(=O)N([C@@H](C)CO)C[C@H]1C,0,-28,0.8,15
COc1ccc(NC(=O)N2C[C@H]3[C@@H](c4ccccc42)[C@@H](CO)N3C(=O)C2CCCC2)cc1,1,-13,0.9,-8
Cc1noc(C)c1S(=O)(=O)Nc1ccc2c(c1)C(=O)N([C@@H](C)CO)C[C@@H](C)[C@@H](CN(C)S(=O)(=O)c1cn(C)cn1)OCCCC[C@H](C)O2,5,2,-0.1,4
N#C[C@@H]1[C@@H](c2ccc(C#CC3(O)CCCC3)cc2)[C@@H](CO)N1C(=O)C1CCCCC1,-9,97*,0.4,9
CC(C)NC(=O)N1CCCCN2[C@H](CO)[C@@H](c3ccc(C#Cc4ccccc4)cc3)[C@@H]2C1,32,101*,-1.4,8
Cc1noc(C)c1NC(=O)Nc1ccc2c(c1)C(=O)N([C@@H](C)CO)C[C@H](C)[C@H](CN(C)C(=O)Nc1ccc(C(F)(F)F)cc1)OCCCC[C@H](C)O2,-5,110*,-1.7,-63
C[C@H]1CN([C@@H](C)CO)C(=O)CCCn2cc(nn2)CO[C@H]1CN(C)S(=O)(=O)c1cccs1,/,-6,0.2,23
C[C@@H]1CN([C@@H](C)CO)C(=O)c2cc(N(C)C)ccc2O[C@H]1CN(C)S(=O)(=O)c1ccc(F)cc1,0,/,0.4,16
C[C@H]1CN([C@@H](C)CO)C(=O)c2cc(NS(=O)(=O)c3cn(C)cn3)ccc2O[C@H]1CN(C)Cc1ccc(Oc2ccccc2)cc1,/,-16,3.4,67
C[C@H](O)C#Cc1cnc2c(c1)C(=O)N([C@H](C)CO)C[C@@H](C)[C@H](CN(C)CC1CCCC1)O2,1,4,-1.2,30
COc1ccc(S(=O)(=O)N(C)C[C@H]2OCc3ccccc3-c3c(n(C)c4ccccc34)C(=O)N([C@@H](C)CO)C[C@H]2C)cc1,/,83,-1.1,-83*
CO[C@H]1CN(C)C(=O)c2ccc(NS(C)(=O)=O)cc2OC[C@H](C)N(C(=O)CC2CC2)C[C@@H]1C,/,45,0.4,16
C[C@@H]1CCCCO[C@@H](CN(C)CC2CC2)[C@@H](C)CN([C@H](C)CO)C(=O)c2cc(NC(=O)Cc3ccccc3)ccc2O1,-1,66,0.4,-54
COCC(=O)N1[C@@H]2CN(C(=O)c3ccncc3)c3ccccc3[C@@H]2[C@@H]1CO,-2,6,4.1,24
CCCNC(=O)c1cc2c(c(-c3cccc(-c4ccc(C#N)cc4)c3)n1)[C@H](CCO)N(C(=O)CC)C2,8,/,0.2,1
C[C@@H]1CN([C@@H](C)CO)S(=O)(=O)c2ccc(-c3ccccc3F)cc2O[C@@H]1CN(C)S(C)(=O)=O,-5,26,1.5,19
CC(C)CC#Cc1ccc2c(c1)O[C@H](CN(C)S(=O)(=O)c1ccc(F)cc1)[C@H](C)CN([C@H](C)CO)S2(=O)=O,5,/,-1.2,-59
C[C@@H]1CN([C@@H](C)CO)C(=O)Cc2cc(NS(=O)(=O)c3ccccc3)ccc2O[C@H]1CN(C)CC1CCCCC1,-9,74,-2.0,-48
COc1cccc(C#Cc2ccc3c(c2)O[C@@H](CN(C)C(=O)c2ccccn2)[C@H](C)CN([C@H](C)CO)S3(=O)=O)c1,-3,119*,0.8,-79
C[C@H](NC(=O)C[C@@H]1C=C[C@H](NS(=O)(=O)c2cccc(F)c2)[C@H](CO)O1)c1ccccc1,/,-28,-0.7,-17
C[C@@H]1CN([C@@H](C)CO)C(=O)c2c(c3ccccc3n2C)-c2ccccc2CO[C@H]1CN(C)Cc1cccc2c1OCCCO2,11,/,-0.2,-79

# No new results follow: entries from further up.
SMILES,C diff HTS,T cruzi growth,GASC1 inh,Pf Dd2 inh
CC(C)NC(=O)N1CCCCN2[C@H](CO)[C@@H](c3ccc(C#Cc4ccccc4)cc3)[C@@H]2C1,32,101*,-1.4,8
Cc1noc(C)c1NC(=O)Nc1ccc2c(c1)C(=O)N([C@@H](C)CO)C[C@H](C)[C@H](CN(C)C(=O)Nc1ccc(C(F)(F)F)cc1)OCCCC[C@H](C)O2,-5,110*,-1.7,-63
C[C@H]1CN([C@@H](C)CO)C(=O)CCCn2cc(nn2)CO[C@H]1CN(C)S(=O)(=O)c1cccs1,/,-6,0.2,23
C[C@@H]1CN([C@@H](C)CO)C(=O)c2cc(N(C)C)ccc2O[C@H]1CN(C)S(=O)(=O)c1ccc(F)cc1,0,/,0.4,16
C[C@H]1CN([C@@H](C)CO)C(=O)c2cc(NS(=O)(=O)c3cn(C)cn3)ccc2O[C@H]1CN(C)Cc1ccc(Oc2ccccc2)cc1,/,-16,3.4,67
C[C@H](O)C#Cc1cnc2c(c1)C(=O)N([C@H](C)CO)C[C@@H](C)[C@H](CN(C)CC1CCCC1)O2,1,4,-1.2,30
COc1ccc(S(=O)(=O)N(C)C[C@H]2OCc3ccccc3-c3c(n(C)c4ccccc34)C(=O)N([C@@H](C)CO)C[C@H]2C)cc1,/,83,-1.1,-83*
CO[C@H]1CN(C)C(=O)c2ccc(NS(C)(=O)=O)cc2OC[C@H](C)N(C(=O)CC2CC2)C[C@@H]1C,/,45,0.4,16
C[C@@H]1CCCCO[C@@H](CN(C)CC2CC2)[C@@H](C)CN([C@H](C)CO)C(=O)c2cc(NC(=O)Cc3ccccc3)ccc2O1,-1,66,0.4,-54
COCC(=O)N1[C@@H]2CN(C(=O)c3ccncc3)c3ccccc3[C@@H]2[C@@H]1CO,-2,6,4.1,24

# Additional structures follow.
SMILES,C diff HTS,T cruzi growth,GASC1 inh,Pf Dd2 inh
CO[C@H]1CN(C)C(=O)c2ccc(NS(=O)(=O)c3ccc(-c4ccccc4)cc3)cc2OC[C@@H](C)NC[C@H]1C,/,/,-1.2,13
O=C(NCC[C@H]1CC[C@@H](NS(=O)(=O)c2ccc(Cl)cc2)[C@@H](CO)O1)c1ccc2c(c1)OCO2,-2,39,0.2,-8
C[C@@H]1CN([C@H](C)CO)C(=O)c2cccc(NS(=O)(=O)c3cn(C)cn3)c2O[C@@H]1CN(C)CC1CC1,0,-2,0.5,37
CO[C@H]1CN(C)C(=O)c2cc(NC(C)=O)ccc2OC[C@H](C)N(CC2CCCCC2)C[C@H]1C,12,-43,1.1,8
COc1ccc2c3c([nH]c2c1)[C@@H](CO)N(C(=O)Nc1ccc(F)cc1)CC31CN(Cc2cc(F)ccc2F)C1,56,/,3.7,-87*
CCCNC(=O)N(C)C[C@H]1Oc2cc(-c3ccccc3)ccc2S(=O)(=O)N([C@@H](C)CO)C[C@@H]1C,-4,77,-0.4,-14
COCC#Cc1ccc2c(c1)O[C@@H](CN(C)Cc1cccnc1)[C@@H](C)CN([C@H](C)CO)S2(=O)=O,0,70,0.2,0
C[C@@H]1CCCCO[C@@H](CN(C)S(=O)(=O)c2cccs2)[C@@H](C)CN([C@H](C)CO)C(=O)c2cc(NS(=O)(=O)c3cn(C)cn3)ccc2O1,-1,/,-1.4,19
COc1ccc(-c2ccc3n(c2=O)C[C@@H]2[C@@H](CO)[C@H](C(=O)N4CCCCC4)[C@H]3N2C)cc1,4,26,-0.6,5
O=C(C1CCCCC1)N1CC(=O)N2[C@@H](CO)[C@H](c3ccc(-c4cccnc4)cc3)[C@@H]2C1,0,/,-1.2,16
CC(C)NC(=O)Nc1ccc2c(c1)C(=O)N([C@H](C)CO)C[C@@H](C)[C@@H](CN(C)S(=O)(=O)c1ccc(F)cc1)OCCCC[C@H](C)O2,-9,13,-4.0,/
O=C(C[C@H]1C=C[C@@H](NC(=O)Cc2ccccn2)[C@H](CO)O1)NCCCN1CCOCC1,/,47,0.6,7
CCCNC(=O)C[C@H]1C[C@H]2c3cc(NS(=O)(=O)c4ccc(OC)cc4)ccc3O[C@H]2[C@H](CO)O1,-3,-23,-3.0,3
CC(C)NC(=O)Nc1ccc2c(c1)CC(=O)N([C@H](C)CO)C[C@@H](C)[C@H](CN(C)S(=O)(=O)c1cccs1)O2,-6,56,0.1,3
C[C@H](CO)N1C[C@H](C)[C@@H](CN(C)C(=O)Nc2ccc(F)cc2)OCc2ccccc2-c2c(n(C)c3ccccc23)C1=O,0,47,-1.3,-92*
CC(=O)N(C)C[C@@H]1Oc2cc(C#CC(C)(C)O)ccc2S(=O)(=O)N([C@@H](C)CO)C[C@@H]1C,0,/,-0.8,9
O=C1CN(Cc2ccc(F)cc2)C[C@H]2[C@H](c3ccc(-c4ccccc4F)cc3)[C@@H](CO)N12,1,/,1.5,-3
COc1ccc(NC(=O)N(C)C[C@@H]2Oc3ncc(-c4cccnc4)cc3C(=O)N([C@@H](C)CO)C[C@@H]2C)cc1,-2,/,-0.1,39
C[C@H]1CN([C@@H](C)CO)C(=O)c2cc(C#CCN(C)C)cnc2O[C@@H]1CN(C)C(=O)c1cnccn1,-1,10,0.8,34
CC(C)CC#Cc1cnc2c(c1)C(=O)N([C@@H](C)CO)C[C@@H](C)[C@@H](CN(C)C(=O)c1ccc3c(c1)OCO3)O2,-7,48,1.0,-25
C[C@H]1CN([C@@H](C)CO)C(=O)c2cccc(NC(=O)Nc3ccccc3)c2O[C@H]1CN(C)S(=O)(=O)c1ccc(Cl)cc1,6,-61,-1.5,-1
C/C=C/c1ccc(C2[C@H]3CNC[C@@H]2N3CC2CCOCC2)cc1 (some centres not stated),-5,/,-2.2,-11
CNC[C@@H]1Oc2c(NC(=O)NC(C)C)cccc2C(=O)N([C@@H](C)CO)C[C@@H]1C,5,-6,-1.4,9
COc1ccc(S(=O)(=O)N(C)C[C@H]2Oc3ccc(NC(=O)Nc4ccccc4)cc3CC(=O)N([C@@H](C)CO)C[C@H]2C)cc1,2,-84,-0.9,-66
C[C@@H]1CN([C@@H](C)CO)C(=O)c2cc(C3=CCCCC3)cnc2O[C@@H]1CN(C)C(=O)CN1CCOCC1,-1,/,0.9,31
# Continuation:
SMILES,C diff HTS,T cruzi growth,GASC1 inh,Pf Dd2 inh
O=C(Nc1ccccc1)[C@H]1[C@H](CO)[C@H]2Cn3c(cccc3=O)[C@H]2N1C(=O)C1CCCC1,-4,19,-0.9,/
COc1cccc(C(=O)Nc2ccc3c(c2)C(=O)N(C)[C@H]2CC[C@@H](CC(=O)NCC4CC4)O[C@@H]2CO3)c1,0,7,1.3,-22
CCCC#Cc1ccc([C@@H]2[C@@H](CO)N3C(=O)CN(C(=O)Nc4ccccc4F)C[C@@H]23)cc1,1,/,0.3,-21
CCC(=O)N(C)C[C@H]1Oc2ncc(C#CCc3ccccc3)cc2C(=O)N([C@H](C)CO)C[C@H]1C,-1,31,5.9,-15
O=C(C[C@H]1CC[C@@H]2[C@H](COC[C@H](O)CN2C(=O)C2CCCC2)O1)NCc1ccncc1,/,-66,-1.0,6
CC(C)C#Cc1ccc([C@H]2[C@@H](C#N)N(C(=O)C3CCC3)[C@@H]2CO)cc1,-4,90,-2.3,-11
Cc1noc(C)c1NC(=O)N(C)C[C@H]1Oc2c(NC(=O)c3nc4ccccc4s3)cccc2C(=O)N([C@@H](C)CO)C[C@@H]1C,-3,-169,1.3,4
COc1ccc(NC(=O)N(C)C[C@H]2Oc3ccc(NC(=O)Nc4ccc(F)cc4)cc3CC(=O)N([C@@H](C)CO)C[C@@H]2C)cc1,7,23,5.1,-5
CCC(=O)Nc1ccc2c(c1)OC[C@H](C)N(Cc1ccncc1)C[C@@H](C)[C@@H](OC)CN(C)C2=O,/,-8,0.4,8
O=C(C[C@@H]1C=C[C@@H](NC(=O)c2ccc(F)cc2)[C@H](CO)O1)NCc1ccncn1,2,-17,-0.7,-18
COc1ccc2c3c(n(C)c2c1)[C@H](CO)N(C(=O)CN(C)C)CC31CN(C(=O)C2CCC2)C1,-3,/,1.9,16
N#C[C@@H]1[C@@H](c2ccccc2-c2cccc(F)c2)[C@@H](CO)N1C(=O)C1CC1,-5,/,1.2,-5
C[C@@H]1CN([C@H](C)CO)C(=O)c2cc(NS(=O)(=O)c3ccccc3)ccc2O[C@@H](C)CCCCO[C@H]1CN(C)Cc1ccc(C(F)(F)F)cc1,/,81,-0.3,-52
CC(C)NC(=O)Nc1ccc2c(c1)C(=O)N([C@@H](C)CO)C[C@H](C)[C@@H](CN(C)S(=O)(=O)c1cn(C)cn1)OCCCC[C@H](C)O2,-2,-58,0.6,47
CCCNC(=O)[C@@H]1[C@@H](CO)[C@@H]2Cn3c(cccc3=O)[C@H]1N2CCC(F)(F)F,-3,94*,-0.1,/
CO[C@H]1CN(C)C(=O)c2ccc(NC(=O)c3ccc(F)cc3)cc2OC[C@@H](C)N(C(=O)c2ccc(F)cc2)C[C@H]1C,/,44,1.6,-43
C[C@H](CO)N1C[C@H](C)[C@@H](CN(C)CC2CCCCC2)Oc2ccc(NC(=O)CCCN(C)C)cc2CC1=O,-2,9,0.2,-30
COCC(=O)NC[C@H]1N[C@H](CO)[C@@H]1c1ccc(C2=CCCC2)cc1,-2,-27,4.0,-29
